TEAD-YAP inh: TEAD-YAP interaction inhibition, primary screen, TEAD-YAP interaction inhibitor project, luminescence, HEK-TIYL cells; AID 1259422, 2018; TEAD-Gal4/YAP UAS-luciferase luminescence; inhibition, % at 9.12 µM; 1.4% of 640,000 active; in the data active = inhibition above about 32%;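 note: 0% = median of test compound wells and 100% = reference inhibitor wells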
FBW7 activator: FBW7 E3 ligase activators, primary screen, biochemical, AlphaScreen, human; F-box/WD repeat-containing protein 7 (Homo sapiens), Q969H0; AlphaScreen FBW7–phospho-cyclin E peptide binding, activator screen; normalized activity (activation), % at 26.1 µM; 0.13% of 650,000 active; in the data active = normalized activity above about 1.9%;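 note: purified mutant Fbw7 with reduced substrate affinity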
Target sequence (Q969H0 whole entry, looked up): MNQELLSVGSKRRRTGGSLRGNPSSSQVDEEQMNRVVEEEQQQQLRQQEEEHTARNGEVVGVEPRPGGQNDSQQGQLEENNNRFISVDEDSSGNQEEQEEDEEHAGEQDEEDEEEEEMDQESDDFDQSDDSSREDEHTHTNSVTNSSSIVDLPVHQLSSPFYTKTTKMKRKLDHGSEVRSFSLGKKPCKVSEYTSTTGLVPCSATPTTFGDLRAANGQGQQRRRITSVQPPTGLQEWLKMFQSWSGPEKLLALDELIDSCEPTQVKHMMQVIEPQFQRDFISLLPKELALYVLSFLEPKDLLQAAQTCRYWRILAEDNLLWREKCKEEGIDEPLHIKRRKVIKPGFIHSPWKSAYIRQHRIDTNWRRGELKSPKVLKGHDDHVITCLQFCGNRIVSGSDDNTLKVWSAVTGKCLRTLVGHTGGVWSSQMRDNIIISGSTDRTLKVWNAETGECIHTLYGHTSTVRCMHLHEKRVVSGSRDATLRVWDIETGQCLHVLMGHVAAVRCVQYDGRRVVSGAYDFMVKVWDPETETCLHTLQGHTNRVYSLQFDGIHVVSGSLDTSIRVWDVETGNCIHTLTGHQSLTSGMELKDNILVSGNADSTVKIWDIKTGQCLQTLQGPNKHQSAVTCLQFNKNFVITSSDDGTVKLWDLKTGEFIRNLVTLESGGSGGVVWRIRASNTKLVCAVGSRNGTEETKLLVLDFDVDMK
MITF inh: MITF inhibitors, primary screen, biochemical, AlphaScreen, human | Microphthalmia-associated transcription factor (Homo sapiens), O75030 | AlphaScreen MITF homodimerization, bead proximity signal | inhibition, % at 2.6 µM | 0.91% of 650,000 active | AID 1259374, 2018; in the data active = inhibition above about 50%;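 note: 0% = vehicle wells with protein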
GPR151 activ: activators of human GPR151, primary screen, cell-based, PathHunter beta-arrestin, luminescence; G-protein coupled receptor 151 (Homo sapiens), Q8TDV0; PathHunter beta-arrestin GPR151 cells; activation, % at 11.2 µM; 1% of 650,000 active; AID 1508602, 2020; in the data active = activation above about 4.9%;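 note: 0% = median of compound wells and 100% = cells with positive control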
* marks the source's active call; other numbers are inactive results; nt = not tested or not shown.

mol,TEAD-YAP inh,FBW7 activator,MITF inh,GPR151 activ
CCNC(=O)NC(=O)C(C)OC(=O)c1cc2ccccc2cc1O (centres undefined),11,0.5,12,-1.6
C[C@@H](O)[C@@H]1NC(=O)[C@@H]2C[C@H](NCc3cccs3)CN2C1=O,2,0.8,12,-0.7
C=C(C)CC1NCCC=C1Br (centres undefined),-3,-0.1,0,4.0
CCOc1ccc(OCCOCCn2c(-c3ccc(Cl)cc3)nc3ccccc3c2=O)cc1,-8,0.0,-7,1.3
Cc1ccccc1-c1nc(CS(=O)(=O)CC(=O)N2CCCCC2)c(C)o1,-2,-0.1,-1,0.9
O=[N+]([O-])c1c(NCC2CCCO2)ccc2nonc12 (centres undefined),-5,0.0,6,2.0
CCOC(=O)c1c(CSc2ccc(C)cc2)n(C)c2cc(Br)c(OC(C)=O)cc12,4,0.7,-10,-0.5
COc1ccc(-c2nc3ccccc3c(=O)n2NCc2cc(OC)ccc2O)cc1,24,0.1,-3,0.3
Cn1c(=O)n(Cc2ccccc2Cl)c2ccccc21,-37,-0.1,-1,-0.6
CCCN(CCC)C(=O)Cn1ncn2c(cc3ccccc32)c1=O,-4,-0.1,-3,1.5
CCOC(=O)CC1=C(C(=O)OCC)C(c2cc(OC)c(OC)cc2OC)C(C#N)=C(N)O1 (centres undefined),-7,-0.1,-7,-0.1
O=C(Nc1nc2ccccc2s1)c1ccc(S(=O)(=O)N2CCOCC2)cc1,2,0.0,17,-1.5
CCOc1cc(C=O)ccc1OCCCOc1ccc(OC)cc1,19,-0.1,-5,0.8
COC(=O)CNC(=O)CNC(=O)Nc1ccccc1Cl,-5,-0.1,0,-0.1
CCc1sc(C(=O)NNC(=O)CN2C(=O)NC3(CC(C)CC(C)(C)C3)C2=O)cc1C (centres undefined),-4,-0.1,-8,-1.7
CC(C)Cn1c(=O)c2c(nc3n2CCCN3Cc2ccco2)n(C)c1=O,2,-0.2,13,-0.3
CC1(C)CC(=O)C2=C(C1)Nc1ncnn1C2c1cccc(O)c1 (centres undefined),-8,-0.2,-11,-0.6
CC(C)(C)c1ccc(CN[C@H]2C[C@H]3C(=O)N[C@@H](CO)C(=O)N3C2)cc1,6,0.9,14,-1.1
O=C1CCN(CC(=O)N2CCN(S(=O)(=O)c3ccccc3)CC2)CC1,0,0.5,6,-0.3
C=CCc1cc(C)ccc1OCC(O)CN1CCCCC1 (centres undefined),-7,-0.2,28,-0.7

Compound profiles, as listed above. Order of screens: TEAD-YAP inh, FBW7 activator, MITF inh, GPR151 activ
`CCNC(=O)NC(=O)C(C)OC(=O)c1cc2ccccc2cc1O` (centres undefined) across the screens: 11, 0.5, 12, -1.6
`C=CCc1cc(C)ccc1OCC(O)CN1CCCCC1` (centres undefined) across the screens: -7, -0.2, 28, -0.7
`CCOC(=O)c1c(CSc2ccc(C)cc2)n(C)c2cc(Br)c(OC(C)=O)cc12` across the screens: 4, 0.7, -10, -0.5
`O=C(Nc1nc2ccccc2s1)c1ccc(S(=O)(=O)N2CCOCC2)cc1` across the screens: 2, 0.0, 17, -1.5
`O=[N+]([O-])c1c(NCC2CCCO2)ccc2nonc12` (centres undefined) across the screens: -5, 0.0, 6, 2.0

(continued)
mol,TEAD-YAP inh,FBW7 activator,MITF inh,GPR151 activ
Nc1cc(C(Cl)=C(Cl)Cl)c(S(N)(=O)=O)cc1S(N)(=O)=O,nt,0.0,-5,-0.9
COC(=O)Nc1ccc(S(=O)(=O)n2nnc3ccccc32)cc1,-1,0.1,4,1.1
O=C(NN1CCOCC1)c1cc(Br)ccc1Cl,-6,0.1,15,-0.2
O=[N+]([O-])c1cccc(S(=O)(=O)N2CCCC(c3nc(-c4ccc(Cl)cc4)no3)C2)c1 (centres undefined),-23,0.2,8,0.0
Cc1ccc2c(c1)c(=O)c1ccccc1n2CCCC(=O)NCc1ccccc1,8,0.4,-3,0.6
Fc1ccccc1NC(=S)N(Cc1ccccc1)Cc1ccccn1,8,-0.2,0,2.7
Cc1cc(S(=O)(=O)N(Cc2ccccc2F)C2CC2)ccc1-n1cnnn1,-7,-0.1,23,0.5
Cc1cc(C)c(S(=O)(=O)Nc2ccccc2C(=O)OC2CCOC2=O)c(C)c1 (centres undefined),6,0.0,1,0.4
Cc1cccc(C(C)(C)C)c1OCCCCNCCO,-5,0.0,37,0.4
CC12Oc3ccc(Cl)cc3C(NC(=S)N1c1ccc(Br)cc1)C2C(=O)Nc1ccc(Cl)cc1 (centres undefined),1,-0.1,0,-0.1
C=CCOC(=O)C1=C(C)NC(SCC(=O)NC2CCCCC2)=C(C#N)C1c1ccco1 (centres undefined),-7,-0.1,-12,-1.5
C=CC[C@@H]1CC=C[C@@H](C)N1Cc1c(C(=O)N2C[C@@H](C)O[C@@H](C)C2)nc2ccc(Cl)cn12,0,0.0,-6,0.6
COc1ccc(/C=c2\sc3nc(-c4cccnc4)nn3c2=O)cc1OC,5,0.0,-4,-0.2
Cc1nc2ccc(C(=O)N/N=C/c3ccc(O)cc3)cc2[nH]1,-9,-0.2,-8,-0.9
CSc1ncccc1C(=O)Nc1cc(F)ccc1C,-1,0.1,-1,-0.5
O=C(O)CCCN1C(=O)C(=O)/C(=C(\O)c2ccccc2)C1c1ccc2c(c1)OCO2 (centres undefined),5,0.1,8,1.2
Cc1ccc(-c2nc3ccccc3c(=O)n2NC(=O)c2ccc(Cl)c(Cl)c2)cc1C,2,-0.1,2,0.4
Cc1cc(NC2CCN(Cc3ccccc3)CC2)nc(NC2CCN(Cc3ccccc3)CC2)n1,1,-0.1,-14,-0.6
O=C(NCCO)C(=O)NCCc1ccccc1,-2,0.0,3,-0.4
O=[N+]([O-])c1ccc(C=Nc2cccc3c(O)cccc23)cc1,-16,-0.3,11,0.2

Only FBW7 activator, for two of the compounds above:
mol	FBW7 activator
C=CC[C@@H]1CC=C[C@@H](C)N1Cc1c(C(=O)N2C[C@@H](C)O[C@@H](C)C2)nc2ccc(Cl)cn12	0.0
CC(C)Cn1c(=O)c2c(nc3n2CCCN3Cc2ccco2)n(C)c1=O	-0.2

Next compounds.
mol,TEAD-YAP inh,FBW7 activator,MITF inh,GPR151 activ
O=C(OC1CCOC1=O)c1ccc(Cl)cc1 (centres undefined),-1,0.0,9,0.6
CCN1CCN(C(=O)c2sc3ncn(CC(=O)Nc4ccc(C)c(Cl)c4)c(=O)c3c2C)CC1,5,0.0,-10,0.0
Cc1ccc(OC(=O)c2sc3ncn(C)c(=O)c3c2C)cc1,-1,-0.1,-1,0.8
CCCc1oc2ccc(NS(=O)(=O)c3ccc(Br)cc3)cc2c1C(=O)OCC,42*,0.1,-12,0.1
O=C(CSCc1ccc(F)cc1)N1CCN(c2ccc(F)cc2)CC1,-14,-0.2,-9,0.3
CN(Cc1ccccc1)c1[nH]c(=O)n(C)c(=O)c1Cc1ccccc1,10,0.3,12,0.8
CCCCC/C(=N\NC(=O)c1ccncc1)c1ccccc1,-2,0.1,8,2.2
O=C(NCC(=O)c1ccccc1)OCc1ccc([N+](=O)[O-])cc1,2,-0.2,8,-0.2
CCOc1cccc2cc(C(N)=O)c(=Nc3ccccc3)oc12,-2,0.7,9,0.4
COc1cc(C(=O)Nc2ccc([N+](=O)[O-])cc2)cc(Br)c1OC,7,0.5,6,5.6*
CCOC(=O)NC(=O)CSc1ccccn1,-3,0.5,9,0.3
O=C(Nc1ccc2oc(-c3cccc(I)c3)nc2c1)c1cc([N+](=O)[O-])ccc1Cl,11,0.3,4,4.0
CCOC(=O)C1=C(C)N=c2s/c(=C/c3ccc(-c4ccccc4C#N)o3)c(=O)n2C1c1cccs1 (centres undefined),0,0.1,-5,0.2
CC1(C)Cc2cccc(OCc3nc4ccccc4[nH]3)c2O1,-12,-0.2,-4,-1.4
O=S(=O)(NNc1ccccc1)c1cccs1,-1,0.0,-1,2.6
CCOc1nc(NCCc2ccc(OC)c(OC)c2)nc(NC(C)(C)CO)n1,-1,0.1,2,-0.3
Cc1cc(NC(=O)CSc2nc3c(c(=O)n2C)SCC3)no1,-2,0.1,-18,-3.2
COc1ccc(C2CC(=O)C3=C(C2)NC(C)=C(C(=O)OC(C)C)C3c2ccccn2)cc1 (centres undefined),6,-0.7,-2,0.0
O=C(/C=C/c1ccc2c(c1)OCO2)NCCSc1ccccc1,-5,0.0,8,-0.3
COc1ccc([N+](=O)[O-])cc1NC(=O)c1ccc(Cl)s1,-7,-0.2,13,0.4

Following part:
mol,TEAD-YAP inh,FBW7 activator,MITF inh,GPR151 activ
Cc1sc2nc(SCC(=O)c3ccc(O)c(O)c3)[nH]c(=O)c2c1C,-3,0.0,25,0.4
CCCCN(C)Cc1cccc([N+](=O)[O-])c1,-1,0.6,29,-1.2
CCCCc1nc2cc(N)c(C)nc2n1Cc1cccc(OC)c1,7,-0.1,10,4.3
COc1cc2nc(N3CCCC(O)C3)c(CNCc3ccsc3)cc2c(OC)c1OC (centres undefined),14,0.0,8,-0.4
Cc1cc(C(=O)CCC(=O)NNC(=O)CSc2nc3ccccc3s2)c(C)s1,11,0.1,9,0.0
COc1ccc(/C(C)=N/Nc2nc3ccccc3[nH]2)cc1,-5,-0.3,-1,0.9
NCCSC1CC(=O)N(c2ccc(F)c(Cl)c2)C1=O (centres undefined),-7,0.0,12,-0.3
Cc1ccc2nsnc2c1S(=O)(=O)N1CCN(C(=O)C2CCCO2)CC1 (centres undefined),-6,0.0,16,2.4
O=C(Nc1noc2ncccc12)C12CC3CC(CC(C3)C1)C2,3,-0.6,0,0.6
Cc1cccc(C2=N/C(=C\c3ccc(F)cc3)C(=O)O2)c1,1,0.1,9,0.8
COc1cccc(NC(=O)c2ocnc2C)c1,-43,1.1,10,-4.0
CCC(=O)NN(Cc1ccccc1)c1ccccc1,4,0.1,-16,-0.9
COc1ccc(NC(=O)C(=O)N/N=C/c2cccc(OC)c2O)cc1,-1,-0.1,-28,-0.1
COC(=O)c1cccnc1-n1c(=O)c2cccnc2n(CC(=O)Nc2ccccc2F)c1=O,-4,-0.1,4,2.0
O=C(/C=C/c1ccco1)OCC(=O)N1CCCC1,3,-0.1,17,3.0
Cc1ccc2cc3cc(C(=O)N4CCCC4)oc3nc2c1,-29,0.1,5,-1.0
CCCCOc1ccc(C(=O)Nc2ccc(C(C)=O)cc2)cc1,3,0.0,-14,-1.0
C/C(=N\N=C1\NC(=O)C(CC(=O)Nc2ccccc2C)S1)C(C)(C)C (centres undefined),7,0.1,11,1.3
CCOC(=O)N1CCN(S(=O)(=O)c2ccc(C(=O)Nc3ccc(C)cc3C)cc2)CC1,-8,-0.1,16,0.1
Cc1cc(OCc2nc(Cc3ccc(Cl)cc3)no2)ccc1Br,12,0.3,12,0.4

An excerpt taken from the entries so far:
mol,TEAD-YAP inh,FBW7 activator,MITF inh,GPR151 activ
Cc1sc2nc(SCC(=O)c3ccc(O)c(O)c3)[nH]c(=O)c2c1C,-3,0.0,25,0.4
CCCCN(C)Cc1cccc([N+](=O)[O-])c1,-1,0.6,29,-1.2

Remaining list, next part.
mol,TEAD-YAP inh,FBW7 activator,MITF inh,GPR151 activ
Fc1ccccc1OC1CCN(Cc2nc(-c3ccccn3)no2)CC1,-15,0.1,2,0.9
O=C(NCCC(c1ccccc1)c1ccccc1)C(c1ccccc1)c1ccccc1,-2,0.0,0,1.4
CC1(C(=O)N(CC(=O)NC2CCCC2)Cc2ccccc2)CC(=O)N=C2C=CC=CN21 (centres undefined),5,-0.1,11,0.3
COc1cccc(C=Nc2cccc(C)c2)c1O,-5,0.1,-2,1.6
CCc1ccccc1N(C)C(=O)c1nn(-c2ccccc2OC)c(=O)c2ccccc12,1,-0.1,1,0.8
C[C@@H]1NC(=O)[C@@H]2C[C@H](NCc3cccc(F)c3)CN2C1=O,-3,-0.1,9,0.2
CC(C)OCC(O)CN1CCN(Cc2ccc3c(c2)OCO3)CC1 (centres undefined),-7,-0.2,-10,0.4
CC(C)c1ccc(OCC(=O)Nc2ccc(CN3CCOCC3)cc2)cc1,18,1.0,1,0.2
Cc1cc2c(cc1S(=O)(=O)C(C)CC(=O)Nc1ccc(Cl)cc1F)OCC(=O)N2 (centres undefined),-3,0.1,10,-0.9
COc1ccc(CNC(=O)COc2ncnc3c(Cl)cc(Cl)cc23)cc1,7,0.0,10,6.9*
O=C(Nc1nnc(-c2cccs2)o1)C1=COCCO1,0,0.0,-1,2.9
O=C(Cn1cnc2ccccc2c1=O)Nc1ccc(F)cc1,-4,-0.1,-4,-0.6
CC1CCN(S(=O)(=O)c2ccc(F)c(C(=O)Nc3ccc(C(C)C)cc3)c2)CC1,-13,0.0,-2,-0.9
Clc1ccccc1-c1nc2ccccc2[nH]1,-50,-0.2,-4,-3.5
CCC(C)(C)NC(=O)CN(CC1CCCO1)C(=O)c1csnn1 (centres undefined),3,0.1,5,0.4
O=C1NC(=O)N(Cc2ccccc2)C(=O)/C1=C/c1ccc(-c2ccc([N+](=O)[O-])cc2)o1,2,-0.4,-11,-0.7

Screening results as filed in PubChem.
